Compound activity (PubChem BioAssay)
LmPK inh: blocks Leishmania mexicana pyruvate kinase activity | Potency, µM (doses to about 57.5 µM), inactives show top-dose activity change, negative = inhibition, hits mostly inhibitors | Q27686 | AID 1721 | purified LmPK, Kinase-Glo ATP luminescence, 1 h | 290,000 compounds, 0.37% hits; also: potency is read from the fitted curve at half-maximal effect; % is scaled to controls: 0 for no effect and ±100 for the full control effect
Target sequence (Q27686 whole entry, looked up): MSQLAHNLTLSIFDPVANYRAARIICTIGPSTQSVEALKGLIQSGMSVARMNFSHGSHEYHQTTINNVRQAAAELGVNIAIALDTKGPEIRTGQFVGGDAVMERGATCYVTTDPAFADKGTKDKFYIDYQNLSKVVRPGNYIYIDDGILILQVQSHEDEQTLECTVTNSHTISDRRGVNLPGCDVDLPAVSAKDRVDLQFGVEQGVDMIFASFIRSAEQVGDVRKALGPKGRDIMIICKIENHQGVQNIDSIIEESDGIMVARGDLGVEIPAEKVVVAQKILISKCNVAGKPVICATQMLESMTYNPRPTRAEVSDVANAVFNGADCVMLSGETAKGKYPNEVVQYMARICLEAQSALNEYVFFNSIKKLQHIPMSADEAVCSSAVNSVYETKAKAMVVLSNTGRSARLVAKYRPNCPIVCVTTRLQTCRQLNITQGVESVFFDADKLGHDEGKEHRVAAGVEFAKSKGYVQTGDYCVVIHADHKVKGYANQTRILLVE
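Purified LmPK (0.1 nM) converted ADP (0.1 mM) to ATP with PEP (0.5 mM) in imidazole buffer pH 7.2 with KCl and MgCl2, 1 h at room temperature. ATP was read by Kinase-Glo luminescence; data normalized to uninhibited and no-enzyme controls.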
AMA1 RON2 block: inhibitors of Plasmodium falciparum AMA1-RON2 interaction; AID 720542; AlphaScreen AMA1-biotinylated RON2 peptide binding; Potency, µM (highest dose often 58.2 µM), for the others: at the highest dose activity change, negative = inhibition, most hits filed as inhibitors; 360,000 compounds, 0.2% hits;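 also: potency is read from the fitted curve at half-maximal effect; 0% = vehicle wells and -100% = peptide control; nearly all actives have a fitted effect of over 45% in size; some results filed as inactive show a strong effect at the top dose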
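AMA1 (3D7) with his tag at 25 nM final met compounds first, then biotinylated RON2 peptide at 25 nM; detection used donor plus acceptor beads, 10 µg/mL apiece, read by AlphaScreen after 30 min at room temperature.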
Shiga toxin inh: Shiga toxin inhibition | inhibition, % at 38.7 µM | 290,000 compounds, 9.2% hits | AID 2315 | Vero cells, Shiga toxin protein synthesis inhibition reporter; in the data active = inhibition mostly above about 28%, no sharp cut-off; inactive = mostly below about 43%; also: 0% is about no effect
Pf growth 96h: inhibits malaria parasite growth, 96 h; P. falciparum luciferase reporter growth, 96 h; Potency, µM (titrated, usually from 28.7 µM), for the others: at the highest dose activity change, negative = inhibition, hits mostly inhibitors; 320,000 compounds, 6.9% hits; AID 504834; also: potency is read from the fitted curve at half-maximal effect; % is scaled to controls: 0 for no effect and ±100 for the full control effect
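P. falciparum expressing integrated firefly luciferase grown in erythrocytes (2% hematocrit, 0.05% parasitemia final) with compounds for 96 hours at 37 C, 5% CO2. Growth inhibition read as loss of luminescence after adding luciferase detection reagent.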
Tb PYK inh: T. brucei pyruvate kinase inhibition; Q57TT1; TbPYK enzyme, Kinase-Glo Plus ATP luminescence, 45 min; Potency, µM (doses to about 76.8 µM), for the others: top-dose activity, negative = inhibition, usual class: inhibitors; 410,000 compounds, 0.12% hits; AID 624173; also: potency is read from the fitted curve at half-maximal effect; % is scaled to controls: 0 for no effect and ±100 for the full control effect; nearly all actives have a fitted effect of over 50% in size
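Assay buffer: 50 mM TEA pH 7.2, 100 mM KCl, 10 mM MgCl2, 0.05% BSA, 0.01% Tween-20. Pyruvate kinase from T. brucei plus substrate met compound, then ADP (130 uM final). Luminescence was read post 45 min RT.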
CHX counter: affects cycloheximide protein synthesis inhibition readout, counter-screen | cell reporter, cycloheximide protein synthesis inhibition counterscreen | 300,000 compounds, 12% hits | max response, % | AID 2314; in the data active = max response mostly above about 13%, no sharp cut-off; inactive = mostly below about 14%; also: read at 38.3 µM for the half of the compounds with a filed dose; 0% is about no effect
Pf growth 48h: P. falciparum growth inhibition at 48 hours (one generation) | P. falciparum luciferase growth in erythrocytes, 48 h | Potency, µM (titrated, usually from 28.7 µM), without a hit: at the top dose activity change, negative = inhibition, usual class: inhibitors | 310,000 compounds, 5.9% hits | AID 504832; also: potency is read from the fitted curve at half-maximal effect; % is scaled to controls: 0 for no effect and ±100 for the full control effect
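Erythrocytes infected with P. falciparum carrying an integrated firefly luciferase reporter (2% hematocrit, 0.1% parasitemia final) were exposed to compounds in RPMI 1640 with 0.5% Albumax at 37 C, 5% CO2. Growth inhibition was scored as reduced luminescence.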
Active calls of the source: *; i = inactive; ? = inconclusive; / = not tested or not shown; & = joins results of further samples; [ ] = another dose, or the depositor's remark. Unless noted, calls follow the shape of the dose curve; as a rule, active = well fitted curve in the direction sought with a large enough effect; inconclusive = small, poorly fitted or top-dose-only effect, or another doubt; inactive = no such curve, though single readings can be large; an effect the other way counts as inactive or inconclusive.

canonical_smiles,LmPK inh,AMA1 RON2 block,Shiga toxin inh,Pf growth 96h,Tb PYK inh,CHX counter,Pf growth 48h
CC12COC3(C(=O)Nc4ccc([N+](=O)[O-])cc4)CC1CCC32C (centres undefined),0%,3%,14,46%[activator],2%,7,2%
CC(C)CC(=O)NC(=S)Nc1ccc(S(=O)(=O)Nc2nccs2)cc1,1%,12%,-10,17%,1%,-1,-5%
O=C(COC(=O)C1CC1)Nc1ccc2c(c1)OCO2,-16%,-11%,52,61%[activator],0%,36*,-6%
CCOC(=O)C1(Cc2cccc(Cl)c2)CCCN(C(=O)c2cccc(C)n2)C1 (centres undefined),9%,0%,-2,?,2%,2,?
O=C(Nc1cccnc1Cl)c1cc(-c2ccc(O)cc2)on1,-12%,-16%,73*,-20%,0%,25*,40%[activator]
NC(=NCCc1ccccc1)NS(=O)(=O)c1ccccc1,-3%,-6%[11.6 µM],-3,-11%,-4%,-5,14%
CCC(=O)c1ccc(OCC(O)CN2CCOCC2)cc1 (centres undefined),0%,10%,7,/,3%,9,9%
COC(=O)c1ccccc1NC(=O)CSc1nnc(-c2cccnc2)o1,1%,-8%,65,-6%,?,21*,7%
CN(C)CCCN(C(=O)c1ccc(C(=O)c2ccccc2)cc1)c1nc2cc3c(cc2s1)OCCO3,0%,9%,19,?,1%,-3,?
COC(=O)c1ccc(NS(=O)(=O)c2cc3c4c(c2)CCN4C(=O)CC3)cc1,/,2%,/,26%,-6%,/,-16%
CCN(CC)S(=O)(=O)c1ccc(Cl)c(NC(=O)COC(=O)c2c(C)noc2C)c1,5%,10%,19,45%[activator],-9%,9,11%
CC(=O)c1ccc(NC(=O)c2noc(C)c2[N+](=O)[O-])cc1,-2%,2%,63*,23%,3%,31*,-2%

2 of these compounds in a different format.
Results follow in this order: LmPK inh	AMA1 RON2 block	Shiga toxin inh	Pf growth 96h	Tb PYK inh	CHX counter	Pf growth 48h
CC(C)CC(=O)NC(=S)Nc1ccc(S(=O)(=O)Nc2nccs2)cc1
 : 1%	12%	-10	17%	1%	-1	-5%
O=C(COC(=O)C1CC1)Nc1ccc2c(c1)OCO2
 : -16%	-11%	52	61%[activator]	0%	36*	-6%

(listing goes on)
canonical_smiles,LmPK inh,AMA1 RON2 block,Shiga toxin inh,Pf growth 96h,Tb PYK inh,CHX counter,Pf growth 48h
COc1cccc(-c2cc(C(=O)N3CCN(C(=O)c4ccco4)CC3)[nH]n2)c1,8%,10%,34,?,-1%,18,?
COc1ccc(OCc2nnc(SCC(=O)N3CCOCC3)o2)cc1,3%,9%,11,1%,2%,3,5%
CCOc1ccc(S(=O)(=O)NCCC(=O)N(CC)CC(=O)Nc2c(F)cccc2F)cc1,/,98%[activator],/,33%[activator],1%,/,0%
Cc1c(C(=O)N2CCOCC2)c(S(=O)(=O)Nc2cccc(Br)c2)c(C)n1C,-12%,-14%,2,13%,-8%,-8,-10%
CC(C)C(=O)O/N=C1\CCS(=O)(=O)c2sccc21,0%,-7%,18,24%,2%,0,14%
O=C(c1ccccc1F)N1CCN(c2ccccc2)CC1,-1%,5%,-7,9%,-2%,-1,7%
CCN(CC(=O)Nc1ccccc1C(F)(F)F)C(=O)CN1C(=O)NC2(CCCCC2)C1=O,/,8%,/,-5%,-2%,/,-20%
O=C(OCC(=O)c1ccc(Cl)s1)c1ccc(CO)cc1,/,14%,/,80%[activator],-1%,/,130%[activator]
CCCCCCC[n+]1ccc(-c2cc[n+](CCCCCCC)cc2)cc1,-3%,1%,-2,0.33µM*,-5%,-1,0.41µM*
CN(CCO)C(=O)CCC(=O)Nc1ccc(S(N)(=O)=O)cc1,1%,-8%,-7,?,-2%,0,32%[activator]
CCn1c(CNC(=O)c2cccc(C)c2)nnc1SCC(=O)NC1CCCC1,2%,-15%,1,-4%,2%,7,-1%
CCc1ccc2c(c1)c1nnc(NN)nc1n2C,5%,72%[activator],-6,?,-9%,-1,12µM*

Carrying on.
canonical_smiles,LmPK inh,AMA1 RON2 block,Shiga toxin inh,Pf growth 96h,Tb PYK inh,CHX counter,Pf growth 48h
COc1ccccc1NC(=O)C(C)OC(=O)Cc1n[nH]c(=O)c2ccccc12 (centres undefined),/,12%,/,6%,0%,/,38%[activator]
Cn1c(-c2cccc([N+](=O)[O-])c2)cnc1NCc1ccc(C#N)cc1,1%,-10%,-11,18%,4%,9,?
CCOC(=O)c1[nH]c2ccccc2c1NC(=O)C(C)(C)C,5%,-3%,-1,?,-8%,-1,/
CC(C)N(C(=O)Cn1cc(SCC(N)=O)c2ccccc21)C(C)C,12%,20%,-21,?,0%,8,-12%
Cc1cc2oc(=O)cc(CN3CCN(Cc4ccccc4)CC3)c2cc1O,3%,-3%,-4,?,0%,13,9.3µM*
O=C(CSc1ccc(S(=O)(=O)N2CCOCC2)cn1)Nc1ccc(OC(F)F)cc1,/,4%,/,-13%,-6%,/,-24%
COc1ccc(S(=O)(=O)N2CCNC(=O)C2)cc1Br,1%,26%,-17,0%,0%,-3,0%
COc1cccc(N2CC(C(=O)Nc3nnc(SCC(=O)N4CCOCC4)s3)CC2=O)c1 (centres undefined),0%,2%,-2,?,-6%,2,?
C=COCCNC(=S)N1CCOCCOCCN(C(=S)NCCOC=C)CCOCCOCC1,0%,11%,-11,?,1%,-5,?
Cc1ccc(NC(=O)CN2C(=O)NC(C)(C3CC3)C2=O)c(C)c1 (centres undefined),/,0%,/,-3%,-6%,/,?
O=C(Cc1nc2ccccc2[nH]1)c1cccc([N+](=O)[O-])c1,0%,98%[activator],70*,?,-1%,38*,12µM*
Cc1cc(C)n2c(SCC#N)nnc2n1,-5%,18%,-11,-46%,0%,-3,11%

New compounds follow
canonical_smiles,LmPK inh,AMA1 RON2 block,Shiga toxin inh,Pf growth 96h,Tb PYK inh,CHX counter,Pf growth 48h
Cc1ccc(NC(=O)c2nccnc2C(=O)O)cc1C,0%,-21%,-9,9%,7%,-6,/
O=C(NCc1ccc(F)cc1)C1CCCN1C(=O)Nc1ccc(F)cc1 (centres undefined),0%,1%,-3,-8%,7%,-3,-4%
CCCn1c(CCc2ccccc2)nnc1SCC(=O)N1CCOCC1,-2%,11%,25,/,-4%,-2,7%
O=C(c1ccccc1F)N1CCN(c2ccccn2)CC1,-6%,12%,-11,131%[activator],-1%,9,7%
Cc1ccc(S(=O)(=O)c2c(C)cc(C)nc2Cl)c(C)c1,5%,0%,-3,-5%,-1%,7,-11%
CN(Cc1ccc(F)cc1)C(=O)c1sccc1-c1ccccc1,-10%,116%[activator],4,?,0%,9,6%
CCC[C@H]1C[C@H](C(=O)N[C@@H]([C@H]2O[C@@H](SC)[C@@H](O)[C@@H](O)[C@@H]2O)[C@H](C)Cl)N(C)C1,/,/,/,0.034µM*,6%,/,0.19µM*
CCOc1ccc2oc(C(=O)N3CCN(Cc4ccccc4)CC3)c(C)c2c1,4%,-1%,-9,-31%,-1%,0,-23%
CNc1ncnc(Sc2ccc(Cl)cc2)c1[N+](=O)[O-],10%,-10%,14,-49%,-12%,2,9.3µM*
CC(=O)OCC(OC(C)=O)C(OC(C)=O)C(OC(C)=O)C(=O)Nc1ccccc1 (centres undefined),-1%,-9%,6,8%,2%,-5,8%
NC(=O)[C@@H]1CCCN1C(=O)[C@@H](Cc1cnc[nH]1)NC(=O)[C@@H]1CCC(=O)N1,/,6%,/,-11%,1%,/,10%
CC1(C)CC(=O)/C(=C(\O)c2ccccc2)C(=NCCO)C1,0%,-17%,-14,?,6%,-3,-22%

(next part)
canonical_smiles,LmPK inh,AMA1 RON2 block,Shiga toxin inh,Pf growth 96h,Tb PYK inh,CHX counter,Pf growth 48h
Cc1cccc(N(Cc2ccccc2)C(=O)c2ccc(S(C)(=O)=O)cc2)c1,-4%,-17%,8,?,2%,5,-32%
CCCn1nc(C(=O)NNC(=O)c2cc(S(=O)(=O)NC)ccc2Br)c2ccccc2c1=O,/,42%[activator],/,-2%,1%,/,3%
CC(/C=C/c1ccccc1)NC(N)=O (centres undefined),4%,-7%,-4,-5%,-1%,-2,0%
CN1C(=O)c2ccccc2NC(=O)C1Cc1ccccc1 (centres undefined),1%,2%,-10,12µM*,-1%,1,7%
CC(=O)Nc1ccc(/C=N/N2C(=O)NC(C)(c3ccc(OC(F)F)cc3)C2=O)cc1 (centres undefined),3%,-5%,-2,0%,-2%,-1,2%
CCC(CC)C(=O)c1c[nH]c(C(=O)NCc2ccc(F)cc2)c1,2%,-2%,-2,-3%,4%,-4,0%[0.00184 µM]
CCC(=O)NCCn1ccc2ccccc21,7%,-8%,12,36%[activator],9%,-2,13%
COc1ccc(Nc2nc3c(C)cccn3c(=O)c2C=O)cc1,2%,-1%,-7,1%,-7%,-2,32%[activator]
C(=N\Nc1ccccn1)/c1ccc(N2CCOCC2)cc1,?,2%,71,0%,-8%,47*,i
CC(C)CCNC(=O)CN1N=C(c2ccc(Cl)cc2)CCC1=O,7%,12%,-7,23%,0%&-8%,-3,20%
CC(=O)N1N=C2C3CCN(CC3)C2C1c1ccc(C)cc1 (centres undefined),1%,-1%,18,36%[activator],2%,-2,23%
O=C(Cn1c(=O)n(Cc2ccc3c(c2)OCO3)c(=O)c2ccccc21)N1CCCc2ccccc21,8%,-7%,-4,/,9%,1,10µM*

Going on with the list.
canonical_smiles,LmPK inh,AMA1 RON2 block,Shiga toxin inh,Pf growth 96h,Tb PYK inh,CHX counter,Pf growth 48h
O=C(c1cc([N+](=O)[O-])ccc1Cl)N1CCN(c2ccccc2)CC1,4%,-14%,-12,-1%,-1%,0,29%
CCCC(=O)Nc1ccc(C(=O)N/N=C2\CC(=O)CC(C)(C)C2)cc1,2%,28%,2,-2%,1%,-3,4%
O=C1COc2ccc(-c3csc(NCCc4ccccc4)n3)cc2N1,6%,-4%,35,?,0%,9,?
COc1cccc(/C=C2\Oc3cc(OC(=O)N4CCOCC4)ccc3C2=O)c1,0%,-9%,39,-12%,-3%,2,-9%
CN1/C(=C\C(=O)c2cccs2)Sc2ccccc21,11µM*,37%[activator],90*,-17%,-17%,39*,87%[activator]
Cn1cnc2c1c(=O)n(CC(O)CO)c(=O)n2C (centres undefined),2%,0%,-21,-11%,-1%,-9,-8%
COc1cc(/C=N/NC(=O)CCc2c(C)n[nH]c2C)ccc1O,7%,16%,-6,16%,13%,-2,/
Cc1c(C(=O)Nc2ccc(F)cc2)oc2ccc(S(=O)(=O)N3CCCC3)cc12,1%,1%,-8,0%,4%,-1,-5%
CC(C)(C)NC(=O)N1CCCN(c2ccc(C(F)(F)F)cn2)CC1,1%,11%,16,-12%,4%,3,-22%
COc1ccc([C@H]2CC(=O)C=C(c3cccc(CO)c3)C2)cc1OC,/,-2%,/,?,1%,/,?
Cc1cccnc1NC(=O)c1cccc(NC(=O)CC2SC(N3CCCCC3)=NC2=O)c1 (centres undefined),/,-9%[11.6 µM],/,?,-8%,/,-26%
Cc1ccc2cc(C(c3nnnn3Cc3ccccc3)N3CCc4ccccc43)c(=O)[nH]c2c1C (centres undefined),1%,-5%,-11,/,-7%,-1,10µM*
CC(c1ccon1)N(C)C(=O)c1ccc2nc(Cc3cccc(Cl)c3)oc2c1 (centres undefined),2%,4%,10,?,0%,19,12%
